# NSD2 inh: NSD2 histone methyltransferase inhibitors, primary screen, biochemical, AlphaScreen, single concentration, set 2. Histone-lysine N-methyltransferase NSD2 (Homo sapiens), O96028. 0.54% of 310,000 active. inhibition, % at 12.5 µM. NSD2 peptide methylation, 120 min. AID 743445, 2014; in the data active means inhibition above about 50%
# Target sequence (O96028 whole entry, looked up): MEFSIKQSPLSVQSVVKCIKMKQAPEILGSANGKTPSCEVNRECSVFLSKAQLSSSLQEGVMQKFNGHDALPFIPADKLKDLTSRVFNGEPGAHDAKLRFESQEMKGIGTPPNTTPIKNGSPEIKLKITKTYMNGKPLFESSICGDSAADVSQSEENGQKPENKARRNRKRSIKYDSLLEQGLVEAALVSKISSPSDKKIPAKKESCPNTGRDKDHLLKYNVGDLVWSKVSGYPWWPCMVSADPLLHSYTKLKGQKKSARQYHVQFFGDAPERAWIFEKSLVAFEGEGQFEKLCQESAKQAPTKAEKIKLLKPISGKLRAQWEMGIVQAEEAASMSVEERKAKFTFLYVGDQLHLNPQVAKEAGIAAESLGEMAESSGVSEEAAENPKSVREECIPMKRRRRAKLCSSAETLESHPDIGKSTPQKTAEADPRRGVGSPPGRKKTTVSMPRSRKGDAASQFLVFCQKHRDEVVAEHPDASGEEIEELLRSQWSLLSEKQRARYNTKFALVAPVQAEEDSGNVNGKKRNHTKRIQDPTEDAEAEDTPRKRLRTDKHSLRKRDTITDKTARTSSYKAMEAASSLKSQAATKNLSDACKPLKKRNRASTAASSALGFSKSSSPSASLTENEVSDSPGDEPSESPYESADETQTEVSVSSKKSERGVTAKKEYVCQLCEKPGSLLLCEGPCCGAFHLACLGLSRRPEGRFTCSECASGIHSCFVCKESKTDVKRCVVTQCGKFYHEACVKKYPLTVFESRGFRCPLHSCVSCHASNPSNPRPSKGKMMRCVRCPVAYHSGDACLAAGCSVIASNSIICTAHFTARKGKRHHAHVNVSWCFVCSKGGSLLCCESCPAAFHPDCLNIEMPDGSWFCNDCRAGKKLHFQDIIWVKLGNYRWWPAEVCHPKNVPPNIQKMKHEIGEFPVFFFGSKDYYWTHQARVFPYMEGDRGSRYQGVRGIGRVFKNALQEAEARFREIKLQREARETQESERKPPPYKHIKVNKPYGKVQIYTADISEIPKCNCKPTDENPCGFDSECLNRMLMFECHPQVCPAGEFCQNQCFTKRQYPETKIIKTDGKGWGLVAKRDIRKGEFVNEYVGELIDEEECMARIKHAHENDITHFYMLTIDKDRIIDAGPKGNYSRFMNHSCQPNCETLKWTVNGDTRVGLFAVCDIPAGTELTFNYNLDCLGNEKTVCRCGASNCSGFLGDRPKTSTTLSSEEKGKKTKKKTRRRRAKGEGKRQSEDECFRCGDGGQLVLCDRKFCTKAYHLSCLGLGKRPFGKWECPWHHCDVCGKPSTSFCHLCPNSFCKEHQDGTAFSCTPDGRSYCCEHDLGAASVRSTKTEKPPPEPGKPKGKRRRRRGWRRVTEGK
# V-ATPase pH: regulators of yeast V-ATPase proton pumping, primary screen, pHLuorin cytosolic pH fluorescence; S. cerevisiae; response, % at 10 µM; 0.37% of 350,000 active; AID 504577, 2011; in the data active means response mostly above about 7.3%, no sharp cut-off; inactive means mostly below about 5.4%; further: actives read high; inactives centre near 0; some compounds called inactive have numbers as strong as hits; reference of the scale not given here
# DAGLB inh: DAGLB lipase inhibitors, primary screen, biochemical, fluorescence, HTS; Diacylglycerol lipase-beta (Homo sapiens), Q8NCG7; HEK293T DAGLB membrane lysate, EnzChek fluorogenic substrate; inhibition, % at 5.17 µM; 0.059% of 340,000 active; in the data active means inhibition above about 34%;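 further: 0% = enzyme with vehicle and 100% = wells lacking enzyme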
# CAL PDZ FP-1: CAL PDZ peptide-binding inhibitors, primary screen, biochemical, fluorescence polarization, Cer-tagged CAL PDZ, HTS. Golgi-associated PDZ and coiled-coil motif-containing protein (Homo sapiens), Q9HD26. purified CAL PDZ, TMR-peptide fluorescence polarization, 1 h. inhibition, % at 20 µM. 0.02% of 330,000 active. AID 504414, 2011;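 active means highest replicate inhibition of at least 40%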;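 further: plate controls were DMSO neutral control wells for no effect and unlabeled competitor peptide control wells for full effect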
#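 System: tagged CAL PDZ domain. Schedule: 1 h room-temperature incubation prior to read. Signal: fluorescence polarization (mP). Measure: percent inhibition from loss of millipolarization.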
# Cardiac RTF inh: cardiac RTF calcium sensitivity inhibitors, primary screen, biochemical, IANBD-TnC fluorescence, EC70 calcium; AID 493244, 2011; IANBD-labeled cardiac RTF, Ca2+ fluorescence; inhibition, % at 7.15 µM; 0.12% of 340,000 active;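 active means inhibition above the mean inhibition of all tested compounds plus 3 SD, cut at about 17% in these data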;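 further: assay run at fixed EC70 calcium of 1.6 mM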
# LANA DNA inh: inhibitors of KSHV C-LANA binding to DNA, primary screen, biochemical, fluorescence polarization, FAM-LBS DNA, MBP-C-LANA, single point; 0.078% of 340,000 active; inhibition, % at 9 µM; Kaposi's sarcoma herpesvirus LANA C-terminal domain (residues 932-1162) DNA binding; AID 504423, 2011;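 active means highest replicate inhibition at or above 60% at 9 µM, even if other replicates fall short; inactive means all replicates below 60% inhibition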;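 further: 0% = neutral control wells and 100% = 4 µM acridine orange control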
# Arr AP2 block: inhibitors of beta-arrestin/AP2 binding, primary screen, biochemical, GPCR trafficking, flow cytometry; 0.31% of 340,000 active; FITC-arrestin peptide / GST-AP2 beads; AP2 beta2 appendage carries R879A mutation; beta-arrestin 1 C-terminal peptide binding to AP2 beta2-adaptin appendage (human); inhibition, % at 10 µM;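 active means inhibition above a set limit, near 3 SD of compounds lacking own fluorescence, cut at about 54% in these data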;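 further: plate controls were DMSO wells for no effect and 5 µM unlabelled arrestin peptide for full effect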
#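 Test system: GST-tagged AP2 beta2-adaptin appendage (R879A) on 4 µm glutathione beads; also added: fluorescein-tagged arrestin peptide at 50 nM final; timing: 12 min plus 1 h, RT; signal: flow cytometry, FL1 (488/535 nm); read-out: percent drop in bead-associated FITC signal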
# Keap1 Nrf2 FP: Keap1-Nrf2 protein-protein interaction inhibitors, primary screen, biochemical, fluorescence polarization, single point; Keap1 Kelch-Nrf2 peptide fluorescence polarization, 1536-well; Kelch-like ECH-associated protein 1 (Homo sapiens), Q14145; 0.15% of 340,000 active; inhibition, % at 9.4 µM; AID 504523, 2011; in the data active means inhibition above about 12%;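 further: human Keap1 Kelch domain with fluorescein labeled Nrf2 9mer peptide probe; 0% = neutral control wells and 100% = peptide positive control; higher means more block of Keap1 binding to Nrf2 peptide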
# DSG3 Ab inh: inhibitors of pemphigus antibody binding to DSG3, primary screen, biochemical, bead-based, flow cytometry, scFv-GFP; Desmoglein-3 (Homo sapiens), P32926; 0.48% of 310,000 active; AID 588358, 2011; DSG3-coupled beads, scFv-anti-DSG3-GFP binding; stronger effect = lower value; binding (percent of control), % at 10 µM;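 active means binding more than 3 SD below its plate's average and above zero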;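 further: hits lower antibody fragment binding to DSG3; some compounds called inactive have numbers as strong as hits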
# CAL PDZ FP-2: untagged CAL PDZ binding inhibitors, primary screen, biochemical, fluorescence polarization, HTS | purified CAL PDZ, TMR-peptide fluorescence polarization, 1 h | inhibition, % at 24.9 µM | 0.92% of 300,000 active | AID 602252, 2012;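 active means mean inhibition of at least 30% with at least half of replicates also reaching 30%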;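 further: 0% = DMSO neutral control and 100% = excess unlabeled competitor peptide PRC23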
# Starred values were filed as active, the others as inactive; · = no result given. These rows are one share of the data, so the mix of outcomes need not match the whole.
SMILES,NSD2 inh,V-ATPase pH,DAGLB inh,CAL PDZ FP-1,Cardiac RTF inh,LANA DNA inh,Arr AP2 block,Keap1 Nrf2 FP,DSG3 Ab inh,CAL PDZ FP-2
COc1cccc(CN2CC(C(=O)NCc3ccc(C)c(F)c3)CCC2=O)c1 (stereo not given),-2,1,-2,-2.6,5,0.9,24,1,·,0
COCCNC(=O)c1cn(C)c2ccc(S(=O)(=O)N3CCCC3)cc2c1=O,0,2,-1,-0.2,1,1.7,-3,-4,101,-2
O=[N+]([O-])c1cccc(N=Cc2ccccc2)c1,-2,-1,2,0.9,3,-2.0,-2,-7,123,12
O=C1CC(Nc2ccc(N3CCOCC3)cc2)C(=O)N1C1CCCCC1 (stereo not given),5,12,2,-0.1,1,-1.6,15,-2,105,·
O=C(COC(=O)c1cnccn1)Nc1ccc2c(c1)OCO2,-2,-1,2,-0.5,-4,0.2,29,2,105,-3
COc1ccccc1N1CCN(c2nnc(-c3ccc(F)cc3)c3ccccc23)CC1,48,-3,-1,0.5,1,4.1,-6,0,115,-2
c1ccc(NC2=NCCN2CC2CCC2)cc1,·,1,0,2.3,-4,-2.1,3,2,107,-4
Cc1ccc(S(=O)(=O)NC(C)C(=O)NC(C)c2cccs2)cc1 (stereo not given),-1,-2,-1,-0.6,-2,-0.2,22,0,·,·
COc1cc(NC(=O)COc2ccc(Br)cc2)ccc1NC(=O)C(C)C,0,2,-2,1.5,-9,0.3,31,2,101,4
Cc1ccc(-n2c(C)cc(C(=O)CSc3n[nH]c(N)n3)c2C)cc1,18,2,-1,-0.7,-7,2.1,5,-3,102,·
O=C(Nc1ccc(Nc2ccccc2)cc1)c1ccccc1,-2,-3,·,·,·,·,8,·,105,·
CCC(C)NC(=O)CCSc1ccc(C)cc1 (stereo not given),-3,1,1,-1.0,8,0.9,0,-3,97,-1
CNC(=O)COC(=O)c1[nH]c(C)c(C(C)=O)c1C,-3,0,-2,-2.6,-11,2.2,1,-8,106,0
O=S(=O)(c1ccc(F)cc1)N1CCN(CCc2ccccc2)CC1,1,2,-3,8.6,-5,0.5,5,0,97,-3
Cc1cc(C)cc(N=c2c([N+](=O)[O-])nn(-c3cccc(Cl)c3)n2O)c1,6,-3,9,-0.5,2,2.8,3,-4,97,1
CC(C)c1ccc(NC(=O)CSc2n[nH]c(=O)n2-c2ccc3c(c2)OCCO3)cc1,-1,1,·,·,·,·,-24,·,110,·
O=C(NNC(=O)c1cccs1)Nc1cccc(Cl)c1,-10,1,-3,-0.4,2,0.1,28,-4,103,2
O=C(CNC(=O)c1ccc([N+](=O)[O-])cc1)N/N=C/c1c[nH]c2ccccc12,10,2,3,-1.2,3,0.7,-8,-2,122,0
CCN1C(=O)C(O)(CC(=O)c2cccc(-n3cccc3)c2)c2ccccc21 (stereo not given),17,-1,-2,-2.7,-11,0.4,4,-3,122,-5
CCCCn1c(SCC(=O)Nc2cc(C)on2)nc2cc(S(N)(=O)=O)ccc21,-1,5,-2,-5.5,-10,-0.4,12,-3,103,-8
Cc1cccc(OCC(=O)OC(C)CN2CCCCC2)c1 (stereo not given),-3,-1,-1,-0.5,0,-1.2,-11,2,103,0
O=C(Cc1cccc(NC(=O)C2CCN(C(=O)C3CCCCC3)CC2)c1)Nc1cccc(C(=O)N2CCCC2)c1,·,16,0,-1.0,6,-7.4,18,-2,102,0
Cc1ccc(Nc2nc3c(s2)CCC3)c(C)c1,4,-4,2,-2.6,-1,-0.9,10,6,96,-2
CC(=O)O/N=C/c1c(C)c(C=O)n2ccccc12,·,-1,3,0.3,-1,-1.1,-9,2,109,·
CC(=O)Nc1sc(N/N=C\c2ccc(O)cc2)nc1-c1cccs1,3,4,-1,-1.9,1,-0.3,38,4,97,5

# (cont.)
SMILES,NSD2 inh,V-ATPase pH,DAGLB inh,CAL PDZ FP-1,Cardiac RTF inh,LANA DNA inh,Arr AP2 block,Keap1 Nrf2 FP,DSG3 Ab inh,CAL PDZ FP-2
COC(=O)C1=C(C)NC(C)=C(C(=O)OC)C1c1ccccn1,14,3,2,-2.8,-4,1.1,25,1,·,-3
Cc1ccc(S(=O)(=O)Cc2cn3cccnc3n2)cc1,0,1,0,-0.4,-3,0.8,-4,-7,108,-3
CSc1ccc(CN2CCC(N3CC(C)OC(C)C3)CC2)cc1 (stereo not given),10,2,-2,0.3,-11,-0.5,-2,-6,97,14
COc1ccccc1NC(=O)c1ccc(S(=O)(=O)N2CCCC2)cc1,·,-5,1,-1.9,-3,0.2,16,1,98,·
Cc1ccc(Cl)cc1N1CCN(S(=O)(=O)c2cn(C)cn2)CC1,4,-3,-3,-1.4,-4,1.0,-2,0,102,-1
O=c1cc(C(F)(F)F)oc2c1ccc1ccccc12,·,-3,2,-4.2,-15,2.1,4,5,101,-3
Cc1ccc(/C=C/C(=O)OC(C)C(=O)NC2CCCCC2C)o1 (stereo not given),3,0,-1,-1.9,-22,0.8,-3,-4,103,-2
CCN(Cc1cc(=O)[nH]c2ccccc12)C(=O)C(C)C,0,7,0,0.3,-3,-0.5,1,-3,108,-4
COc1ccc(N2CCN(CCCNC(=O)C(=O)c3c(C)[nH]c4ccccc34)CC2)cc1,14,-2,0,-2.1,2,0.4,17,-4,102,-3
Clc1ccccc1NN=Cc1ccccn1,1,-3,-3,·,·,·,·,·,106,·
O=C(CSc1nc2ccccc2o1)NCCOc1ccccc1,3,0,-6,·,0,-0.3,17,-1,102,-3
O=C(CCC(=O)OCc1cccc(C(=O)Oc2ccccc2)c1)Nc1cccc2ccccc12,-2,-4,-4,-1.3,-3,0.4,8,0,96,-6
CCn1c(COc2ccccc2C)nnc1SCC(=O)NCc1ccccc1,-2,-3,0,-1.5,-11,-1.6,-2,-4,99,·
CCN(CC)S(=O)(=O)c1ccc2oc(SCc3ccc(F)cc3)nc2c1,-2,-1,-16,·,-6,1.4,-8,-3,110,-7
Cc1cccc(NC(=O)CSc2nsc(SCC(=O)Nc3cccc(C)c3)c2C#N)c1,39,-2,-5,-0.9,-17,2.5,0,-2,106,-1
CN(C)CCCn1c2c(c(SCC(=O)Nc3cccc4ccccc34)nc1=O)CCCC2,5,-2,-1,-3.0,6,0.7,-8,0,101,49*
O=C(OCN1C(=O)C(=O)c2ccccc21)c1ccc(Cl)cc1,-2,-4,-2,-0.3,-5,2.6,6,4,86,-1
O=C(COc1ccc([N+](=O)[O-])cc1)NCC(c1cccs1)N1CCOCC1 (stereo not given),0,-3,1,-1.3,-46,1.2,6,4,92,0
C=CCNc1cc(N2CCCC2)ccc1[N+](=O)[O-],5,2,3,-0.3,-18,1.5,0,-6,98,-3
O=C(NCCc1ccc(Cl)cc1)C1CCN(C(=O)N2CCOc3ccccc32)CC1,·,1,3,-0.7,-4,-0.4,-5,0,94,-6
COCCCNC(=S)N1CCC(C(=O)c2ccc3c(c2)OCCO3)CC1,-2,2,-2,-0.9,3,0.9,23,-1,102,-2
CN1CCOCCOCCN(C)C(=O)N2CCOCCOCCN(CCOCC2)C1=O,-1,2,7,-0.1,-11,0.4,-10,3,103,1
COC(=O)c1sccc1S(=O)(=O)NCc1ccc(S(N)(=O)=O)cc1,-3,-2,1,-2.8,-9,1.3,41,-1,111,0
CCC(c1nnc(SCC(=O)Nc2cc(S(C)(=O)=O)ccc2Cl)n1Cc1ccccc1)N(C)C (stereo not given),-2,4,0,-0.5,-6,3.2,4,0,104,-1
Cc1cccc(NS(=O)(=O)c2ccc(C)c(C(=O)N(C)C)c2)c1,0,-1,2,0.5,-3,1.3,-11,4,·,-9

# The listing continues:
SMILES,NSD2 inh,V-ATPase pH,DAGLB inh,CAL PDZ FP-1,Cardiac RTF inh,LANA DNA inh,Arr AP2 block,Keap1 Nrf2 FP,DSG3 Ab inh,CAL PDZ FP-2
Cc1ccc(/C=N/NC(=O)c2c(C)nc3ccc(Br)cn23)cc1,-1,-1,0,0.1,-7,0.6,-13,-1,111,·
O=C(/C=C\Nc1ccc2c(c1)OCO2)c1ccccn1,0,1,0,-0.6,15,2.3,12,-2,109,-2
CCCCn1c(N)c(N(CCC(C)C)C(=O)c2ccc([N+](=O)[O-])o2)c(=O)[nH]c1=O,1,-3,3,-0.4,-5,-0.5,-8,0,·,·
CCc1ccc(C(=O)c2cncc(Br)c2)cc1,0,-1,-3,-1.2,-3,0.4,13,2,·,0
Cn1c(=O)[nH]c(=O)c2c1nc(SCCO)n2Cc1ccccc1Cl,0,2,3,-2.0,-3,0.1,-1,-7,118,2
O=C(CCl)Nc1ccc(S(=O)(=O)Nc2nccs2)cc1,8,2,-2,-0.1,-8,-1.7,-10,-1,108,-4
CCCCOc1ccc(CONS(=O)(=O)c2ccc(NC(C)=O)cc2)cc1Cl,-1,4,0,0.1,-7,-0.7,0,6,103,2
CCOC(=O)COc1ccc(S(=O)(=O)NCCC2=CCCCC2)cc1,1,3,-1,-0.8,-2,-0.7,3,-6,126,0
CCN(Cc1ccc(OC)c(COC)c1)CC1CCCN(CCc2cccc(F)c2)C1 (stereo not given),11,0,-1,-3.9,-5,-5.2,16,-4,118,-4
COc1ccc(OC)c(NC(=O)CS(=O)(=O)c2cn(CC(=O)N3CCOCC3)c3ccccc23)c1,2,-1,0,-0.7,-7,3.3,2,-5,112,0
CCN(c1ccccc1)S(=O)(=O)c1ccc(C(=O)Nc2nnc(CSC)o2)cc1,-2,2,4,-2.7,-5,1.3,1,-1,100,-1
CC1=Nc2cccc3cccc(c23)N1,12,8,3,·,1,-3.1,24,-4,100,0
O=C(NCc1ccc(F)cc1)C1CCCN1C(=O)Nc1ccc(F)cc1 (stereo not given),17,-2,0,-0.4,-5,0.2,-10,-2,93,1
CCCCC(=O)Nc1cccc(-c2ccc3nncn3n2)c1,1,0,0,-1.4,-2,-0.5,-1,-4,96,·

# Ordered by SMILES length (largest number first): part of the list above
SMILES,NSD2 inh,V-ATPase pH,DAGLB inh,CAL PDZ FP-1,Cardiac RTF inh,LANA DNA inh,Arr AP2 block,Keap1 Nrf2 FP,DSG3 Ab inh,CAL PDZ FP-2
Cc1ccc(/C=N/NC(=O)c2c(C)nc3ccc(Br)cn23)cc1,-1,-1,0,0.1,-7,0.6,-13,-1,111,·
CCOC(=O)COc1ccc(S(=O)(=O)NCCC2=CCCCC2)cc1,1,3,-1,-0.8,-2,-0.7,3,-6,126,0
O=C(CCl)Nc1ccc(S(=O)(=O)Nc2nccs2)cc1,8,2,-2,-0.1,-8,-1.7,-10,-1,108,-4

# Bioassay records as filed in PubChem BioAssay.
